C-LANA FP: inhibitors of KSHV C-LANA binding to DNA, primary screen, biochemical, fluorescence polarization, FAM-LBS DNA, MBP-C-LANA, single point; Kaposi's sarcoma herpesvirus LANA C-terminal domain (residues 932-1162) DNA binding; inhibition, % at 9 µM; 340,000 tested, 0.078% active; AID 504423, 2011;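 active means highest replicate inhibition at or above 60% at 9 µM, even if other replicates fall short; inactive means all replicates below 60% inhibition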;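 further: 0% = neutral control wells and 100% = 4 µM acridine orange control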
dFosB act: activators of delta FosB homodimer, primary screen, biochemical, fluorescence polarization, TAMRA-CDK5 oligo, single point. Protein FosB (Mus musculus), P13346. purified delta FosB; percent of positive-control signal above neutral wells. activation, % at 25 µM. 340,000 tested, 0.99% active. AID 493131, 2011;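 active means mean activation above about 17%, with every replicate also reaching it, limit read from the data, passing the limit was not always enough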;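 further: fluorescence polarization rise as delta FosB binds a TAMRA Cdk5 AP-1 oligo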
CDK5 inh: inhibitors of human CDK5/p35 kinase, primary screen, biochemical, single concentration; inhibition, % at 10 µM; Recombinant CDK5/p35, ADP-Glo luminescence, 60 min; 330,000 tested, 0.01% active;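 active means highest replicate inhibition of at least 50% and at least 75% of replicates reaching 50%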;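 further: plate controls were DMSO neutral control for no effect and GW8510 at 10 µM for full effect; many of its hits are not listed in these tables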
RTF Ca sens act: cardiac RTF calcium sensitivity activators, primary screen, biochemical, IANBD-TnC fluorescence, EC20 calcium; Troponin I, cardiac muscle (Homo sapiens) + Troponin T, cardiac muscle (Homo sapiens) + …; IANBD-labeled TnC RTF fluorescence at EC20 calcium; 0% EC20 calcium, 100% full calcium; activation, % at 7.2 µM; 340,000 tested, 0.24% active; AID 493008, 2010;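 active means activation above the mean over all tested compounds plus 3 SD, cut at about 30% in these data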;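 further: rise in fluorescence read as greater calcium sensitivity of cardiac thin filaments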
RTF Ca sens inh: cardiac RTF calcium sensitivity inhibitors, primary screen, biochemical, IANBD-TnC fluorescence, EC70 calcium. inhibition, % at 7.15 µM. AID 493244, 2011. IANBD-labeled cardiac RTF, Ca2+ fluorescence. 340,000 tested, 0.12% active. Troponin I, cardiac muscle (Homo sapiens) + Troponin T, cardiac muscle (Homo sapiens) + …;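 active means inhibition above the mean inhibition of all tested compounds plus 3 SD, cut at about 17% in these data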;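 further: assay run at fixed EC70 calcium of 1.6 mM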
NSD2 HMT inh: NSD2 histone methyltransferase inhibitors, primary screen, biochemical, AlphaScreen, single concentration, set 2; AID 743445, 2014; 310,000 tested, 0.54% active; NSD2 peptide methylation, 120 min; inhibition, % at 12.5 µM; in the data active means inhibition above about 50%
Target sequence (O96028 whole entry, looked up): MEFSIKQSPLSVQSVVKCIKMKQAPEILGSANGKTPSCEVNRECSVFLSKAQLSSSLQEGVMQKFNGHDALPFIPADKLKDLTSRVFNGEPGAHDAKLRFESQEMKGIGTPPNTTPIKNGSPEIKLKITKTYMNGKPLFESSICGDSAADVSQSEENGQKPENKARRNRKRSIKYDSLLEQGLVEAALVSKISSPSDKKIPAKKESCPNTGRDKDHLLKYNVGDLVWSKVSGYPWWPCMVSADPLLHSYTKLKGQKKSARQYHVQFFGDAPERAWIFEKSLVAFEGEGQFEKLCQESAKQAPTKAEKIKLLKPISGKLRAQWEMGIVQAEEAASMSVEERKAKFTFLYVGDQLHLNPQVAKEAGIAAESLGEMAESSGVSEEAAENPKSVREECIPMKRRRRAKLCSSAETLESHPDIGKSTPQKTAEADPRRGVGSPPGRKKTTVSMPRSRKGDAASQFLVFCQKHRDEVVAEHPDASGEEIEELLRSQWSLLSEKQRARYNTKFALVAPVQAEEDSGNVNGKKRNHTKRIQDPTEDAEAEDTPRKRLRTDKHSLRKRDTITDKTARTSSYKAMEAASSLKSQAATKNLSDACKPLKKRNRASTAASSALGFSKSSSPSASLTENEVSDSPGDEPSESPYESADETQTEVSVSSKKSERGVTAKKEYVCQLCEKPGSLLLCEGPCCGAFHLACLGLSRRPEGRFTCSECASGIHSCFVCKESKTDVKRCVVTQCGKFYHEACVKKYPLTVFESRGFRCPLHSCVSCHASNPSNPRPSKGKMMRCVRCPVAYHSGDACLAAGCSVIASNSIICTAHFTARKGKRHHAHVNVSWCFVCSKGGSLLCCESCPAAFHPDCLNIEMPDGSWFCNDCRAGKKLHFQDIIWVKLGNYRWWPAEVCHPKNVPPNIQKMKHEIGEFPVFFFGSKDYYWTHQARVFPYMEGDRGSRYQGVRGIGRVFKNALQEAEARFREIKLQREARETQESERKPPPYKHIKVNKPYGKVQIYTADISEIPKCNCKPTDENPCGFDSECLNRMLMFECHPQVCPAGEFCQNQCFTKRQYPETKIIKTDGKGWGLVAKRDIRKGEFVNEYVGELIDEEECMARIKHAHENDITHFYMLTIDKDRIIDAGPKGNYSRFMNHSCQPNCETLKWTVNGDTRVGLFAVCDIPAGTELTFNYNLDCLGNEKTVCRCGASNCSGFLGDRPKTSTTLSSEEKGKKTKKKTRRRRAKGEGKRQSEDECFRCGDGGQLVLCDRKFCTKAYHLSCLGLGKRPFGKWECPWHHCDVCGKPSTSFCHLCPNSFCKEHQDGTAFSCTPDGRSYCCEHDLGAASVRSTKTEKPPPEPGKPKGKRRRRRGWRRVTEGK
PvdQ inh: P. aeruginosa PvdQ acylase inhibitors, primary screen, biochemical, fluorescence, plate reader and imaging, single point | PvdQ acylase [Pseudomonas aeruginosa LESB58] | purified PvdQ acylase | inhibition, % at 10 µM | 340,000 tested, 0.063% active; in the data active means inhibition above about 30%, passing the limit was not always enough;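 further: 0% = vehicle neutral wells and 100% = reference inhibitor wells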
SUMO Mot1 rescue: yeast Mot1-301 growth rescue at high temperature, primary screen, SUMOylation pathway inhibitor project, S. cerevisiae, ATP luminescence, 38.5C; S. cerevisiae Mot1-301 growth rescue; percent above DMSO median, 100 means doubled; growth rescue, % at 18.8 µM; 320,000 tested, 1% active;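 active means every valid replicate shows activation above 250% relative to neutral control wells; inactive means the rest, any valid replicate at or below 250%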;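 further: OY570 slx delta 5 strain wells were the positive control but not used for scaling; some compounds called inactive have numbers as strong as hits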
Rtt109 HAT inh: inhibitors of C. albicans Rtt109/Vps75 HAT, primary screen, biochemical, ThioGlo CoA-SH fluorescence, plate reader | Histone acetyltransferase RTT109 (Candida albicans (strain SC5314 / ATCC MYA-2876)), … | purified Rtt109/Vps75, 4 h | inhibition, % at 34.9 µM | 330,000 tested, 0.16% active;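 active means inhibition of at least 50% in every replicate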
PfHsp90 set2: growth inhibition of PfHsp90-expressing yeast, primary screen, antimalarial PfHsp90 inhibitor project, S. cerevisiae, BacTiter-Glo luminescence, single point, set 2; BacTiter-Glo ATP, 48 h; yeast lacking PDR1 and PDR3 efflux regulators; inhibition, % at 9.4 µM; 310,000 tested, 0.32% active; AID 504621, 2011;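 active means every replicate shows inhibition above about 80%, whatever the replicate mean, limit read from the data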;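 further: 0% = DMSO neutral controls and 100% = 20 µM radicicol positive controls; yeast relying on Plasmodium falciparum Hsp90 in place of its own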
Keap1-Nrf2 PPI: Keap1-Nrf2 protein-protein interaction inhibitors, primary screen, biochemical, fluorescence polarization, single point | 340,000 tested, 0.15% active | Keap1 Kelch-Nrf2 peptide fluorescence polarization, 1536-well | Kelch-like ECH-associated protein 1 (Homo sapiens), Q14145 | AID 504523, 2011 | inhibition, % at 9.4 µM; in the data active means inhibition above about 12%;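 further: human Keap1 Kelch domain with fluorescein labeled Nrf2 9mer peptide probe; 0% = neutral control wells and 100% = peptide positive control; higher means more block of Keap1 binding to Nrf2 peptide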
* = called active by the depositor; · = not tested or not shown.

SMILES | C-LANA FP | dFosB act | CDK5 inh | RTF Ca sens act | RTF Ca sens inh | NSD2 HMT inh | PvdQ inh | SUMO Mot1 rescue | Rtt109 HAT inh | PfHsp90 set2 | Keap1-Nrf2 PPI
Cc1cccc(NC(=O)CCc2nnc3ccc(N4CCC(C)CC4)nn23)n1 | 0.4 | -4 | 1.6 | 1 | -4 | · | -8 | 7 | 12 | -33 | -8
O=C(CNS(=O)(=O)c1ccccc1)Nc1cccc([N+](=O)[O-])c1 | -1.5 | 5 | -3.5 | 3 | 2 | 2 | -13 | 2 | 8 | 3 | 2
CCOC(=O)c1cnn(CCOC(=O)C2CC2)c1NC(=O)C1CC1 | 1.1 | -3 | 0.2 | 6 | -2 | 2 | -17 | 1 | -6 | -10 | -3
O=C(N/N=C/c1ccncc1)c1cc([N+](=O)[O-])cc([N+](=O)[O-])c1 | -2.1 | -1 | -1.0 | 9 | -9 | -2 | 5 | 89 | -6 | 6 | -2
O=C(O)COc1ccc2c(c1)CCCC2 | -0.2 | -2 | 1.6 | -1 | 0 | -4 | 1 | 11 | 1 | 11 | 1
Cc1ccc2c(COC(=O)c3ccccc3OC(F)F)cc(=O)oc2c1 | -2.3 | -12 | -1.5 | 3 | -20 | 8 | -8 | 5 | -3 | -5 | -3
O=C(Nc1nnc(-c2ccc(Br)cc2)o1)c1ccco1 | -0.1 | -2 | 0.1 | -4 | -2 | -1 | -7 | -6 | -9 | · | -2
COc1cc(/C(C)=N/NC(=O)CSc2nnc(C)s2)ccc1O | -0.5 | 3 | -0.4 | 7 | -1 | · | -5 | 9 | -3 | -15 | -2
CCOC(=O)c1c(C)[nH]c(=S)c(C#N)c1-c1ccc(Cl)cc1 | 0.8 | 3 | 6.3 | -5 | -5 | 3 | -15 | 19 | 4 | -17 | -5
Cc1ccc(NC(=O)N(Cc2ccco2)C(C)c2ccco2)cc1C (stereo not given) | 1.3 | -2 | 1.8 | 2 | 2 | 4 | 7 | 1 | 1 | -1 | 1
CCN1CCN(C(=O)c2ccc(N3CC4CC(C3)c3cccc(=O)n3C4)c([N+](=O)[O-])c2)CC1 (stereo not given) | 0.4 | 5 | -0.5 | 3 | 2 | -4 | -15 | 23 | 4 | -12 | -5
C=C1CCC[C@]2(C)C[C@H]3OC(=O)C(CNCC(OC)OC)[C@H]3CC12 (stereo not given in full) | 0.7 | -9 | -0.2 | -5 | -9 | -1 | -9 | 36 | 3 | -11 | 0
O=C(Nc1cccc2c1CCCC2)c1cccc(F)c1 | -1.6 | -7 | -0.7 | -18 | 1 | -4 | -7 | 2 | -1 | -13 | -4
O=C(COc1ccc(Cl)cc1)OCC(=O)N1CCCc2ccccc21 | 2.1 | -11 | -0.8 | 6 | -12 | -6 | -5 | 25 | -8 | 0 | 1
O=C(NC1CCCC1)c1cc(-c2ccccc2)on1 | 0.1 | 0 | -0.4 | -2 | 4 | -5 | -13 | -15 | 7 | -88 | 0
O=C(O)CCNC(=O)c1cncc(Br)c1 | -0.6 | 4 | 0.0 | 7 | 3 | 0 | -12 | 174 | 0 | · | 0
C=CCSc1nc(N)cc(=O)[nH]1 | -2.4 | -2 | 1.9 | -3 | 1 | · | 0 | 0 | 4 | 13 | 1
CS(=O)(=O)N(CC(=O)N1CCN(Cc2ccc3c(c2)OCO3)CC1)c1ccc2c(c1)OCO2 | -0.2 | -4 | -0.3 | 2 | -17 | -2 | -7 | 72 | -5 | -1 | 4
Cc1noc(C)c1NC(=O)Nc1ccc2c(c1)C(=O)N([C@H](C)CO)C[C@H](C)[C@@H](CN(C)C(=O)NC(C)C)O2 | 2.6 | 13 | -0.5 | 0 | -12 | · | 9 | · | 0 | · | 2
O=[N+]([O-])c1ccccc1OC/C(=N\O)c1ccccc1 | -0.2 | -1 | -0.5 | -4 | 1 | 1 | -18 | 2 | -5 | 3 | -4
CCC1(C)Cc2sc3c(=O)[nH]c(=S)[nH]c3c2CO1 (stereo not given) | -1.5 | 5 | 2.8 | -4 | -6 | -2 | 7 | -7 | 7 | -6 | 0
COc1ccc(-c2cc(CNS(=O)(=O)c3ccc(NC(C)=O)cc3)on2)cc1 | -2.7 | 4 | -1.5 | -2 | -6 | -1 | -8 | 8 | -30 | · | 1
Fc1ccc(-c2noc(-c3ccc4c(c3)CCO4)n2)cc1 | 0.3 | 28* | 0.8 | · | · | -3 | 4 | 3 | 15 | -3 | -9
CSc1nc2c(c(=O)n1-c1ccccc1)SCC2 | -0.6 | 2 | -1.9 | 2 | -3 | 0 | -8 | -20 | 10 | -2 | -6
Cc1cc(C(=O)N/N=C/c2ccccc2[N+](=O)[O-])c(C)o1 | -1.3 | -2 | 1.6 | 7 | -4 | 1 | -10 | 222 | 0 | 2 | 0
(further entries)
SMILES | C-LANA FP | dFosB act | CDK5 inh | RTF Ca sens act | RTF Ca sens inh | NSD2 HMT inh | PvdQ inh | SUMO Mot1 rescue | Rtt109 HAT inh | PfHsp90 set2 | Keap1-Nrf2 PPI
O=C(Nc1ccccc1)c1ccc(CN2CCc3ccccc3C2)cc1 | 0.3 | -1 | -0.9 | -3 | -1 | -3 | -16 | 5 | -9 | 13 | -4
COc1ccccc1N(CC(=O)N1CCCCCC1)S(C)(=O)=O | 1.9 | 3 | -1.9 | 1 | -1 | · | -3 | -27 | -4 | 13 | -1
N#CSC(c1ccccc1)c1nc2ccccc2[nH]c1=O (stereo not given) | 0.8 | -3 | 2.2 | 3 | 1 | 2 | -32 | -14 | 4 | 10 | -8
COc1ccc(Nc2nnc(SC(C)C(=O)NC3CC3)s2)cc1 (stereo not given) | -0.9 | -1 | 2.0 | 0 | -1 | -1 | -7 | 3 | -1 | -18 | -6
COc1ccc(-c2nnnn2-c2ccc(F)cc2F)cc1 | -1.6 | -1 | 0.3 | -4 | 7 | -4 | -1 | 7 | -4 | 0 | -5
CCOC(=O)/C(C#N)=C/c1cc2ccc(C)cc2nc1Cl | -0.7 | -1 | -2.3 | -1 | -1 | -2 | -3 | 13 | 7 | -10 | 1
Cc1ccc(S(=O)(=O)N2CCOCC2)cc1NC(=O)COC(=O)c1ccccc1OCc1c(C)noc1C | -0.6 | -8 | 1.8 | -1 | 6 | -2 | -1 | -4 | 6 | -15 | -3
CC1(C2CC2)NC(=O)N(CC(=O)N2CCN(c3ccc(F)cc3)CC2)C1=O (stereo not given) | -0.9 | -8 | -0.8 | -3 | -11 | -2 | -4 | · | -4 | -29 | -2
O=C1N[C@@H](Cc2ccccc2)C(=O)N2[C@@H]3N(S(=O)(=O)c4ccccc4)c4ccccc4[C@]3(Br)C[C@@H]12 | 0.2 | -18 | -0.4 | -2 | -9 | · | -18 | 24 | 15 | -6 | 2
C=CCN(C(=O)c1csnn1)C(C(=O)NC1CCCCC1)c1ccccc1F (stereo not given) | -0.1 | -5 | -3.6 | -3 | 5 | 4 | -20 | -8 | 3 | 2 | -1
O=C(CCc1ccc(CCC(=O)c2cccs2)s1)c1cccs1 | -1.0 | -10 | 1.8 | -2 | -22 | 0 | -9 | -7 | 6 | -12 | -2
O=S(=O)(c1ccccc1)N(CC(O)COc1ccccc1)c1ccccc1 (stereo not given) | -1.2 | 0 | -1.5 | 0 | -3 | -1 | -8 | -22 | 0 | 16 | -3
C[C@@H](NC(=O)c1nc[nH]c1C(=O)N[C@@H](Cc1ccccc1)C(=O)OC(C)(C)C)c1ccccc1 | 2.3 | -17 | -0.8 | -4 | -3 | · | -9 | -5 | 1 | -13 | 3
CCc1ccccc1NC(=O)c1ccc(-c2csc(C)n2)cc1 | -2.7 | 3 | -3.2 | -2 | 3 | · | -16 | -9 | 6 | -29 | -2
CN1N=C(C(C)(C)C)CC1=O | 0.5 | -6 | 0.3 | · | · | -1 | 0 | 109 | 21 | 3 | -4
Cc1cc(O)c(CN(C)C)c2c1C(=O)/C(=C/c1ccco1)O2 | 19 | -6 | 0.2 | 36* | -35 | 8 | -12 | 12 | -10 | 9 | -5
CC1Oc2ccccc2C=C1/C=N/NC(=O)c1ccncc1 (stereo not given) | 0.6 | 1 | -0.2 | -4 | -7 | -2 | -12 | -5 | -4 | 7 | -4

Not a retest: an excerpt of the list.
SMILES | C-LANA FP | dFosB act | CDK5 inh | RTF Ca sens act | RTF Ca sens inh | NSD2 HMT inh | PvdQ inh | SUMO Mot1 rescue | Rtt109 HAT inh | PfHsp90 set2 | Keap1-Nrf2 PPI
N#CSC(c1ccccc1)c1nc2ccccc2[nH]c1=O (stereo not given) | 0.8 | -3 | 2.2 | 3 | 1 | 2 | -32 | -14 | 4 | 10 | -8
COc1ccc(Nc2nnc(SC(C)C(=O)NC3CC3)s2)cc1 (stereo not given) | -0.9 | -1 | 2.0 | 0 | -1 | -1 | -7 | 3 | -1 | -18 | -6

Gathered by group: the entries above containing an NH in an aromatic ring.
SMILES | C-LANA FP | dFosB act | CDK5 inh | RTF Ca sens act | RTF Ca sens inh | NSD2 HMT inh | PvdQ inh | SUMO Mot1 rescue | Rtt109 HAT inh | PfHsp90 set2 | Keap1-Nrf2 PPI
CCOC(=O)c1c(C)[nH]c(=S)c(C#N)c1-c1ccc(Cl)cc1 | 0.8 | 3 | 6.3 | -5 | -5 | 3 | -15 | 19 | 4 | -17 | -5
C=CCSc1nc(N)cc(=O)[nH]1 | -2.4 | -2 | 1.9 | -3 | 1 | · | 0 | 0 | 4 | 13 | 1
CCC1(C)Cc2sc3c(=O)[nH]c(=S)[nH]c3c2CO1 (stereo not given) | -1.5 | 5 | 2.8 | -4 | -6 | -2 | 7 | -7 | 7 | -6 | 0
N#CSC(c1ccccc1)c1nc2ccccc2[nH]c1=O (stereo not given) | 0.8 | -3 | 2.2 | 3 | 1 | 2 | -32 | -14 | 4 | 10 | -8
C[C@@H](NC(=O)c1nc[nH]c1C(=O)N[C@@H](Cc1ccccc1)C(=O)OC(C)(C)C)c1ccccc1 | 2.3 | -17 | -0.8 | -4 | -3 | · | -9 | -5 | 1 | -13 | 3

Screening results from PubChem BioAssay.
